Compound activity as filed in PubChem.
AMA1 RON2 block: qHTS for Inhibitors of AMA1-RON; Towards Development of Antimalarial Drug Lead: Primary Screen; AlphaScreen AMA1-biotinylated RON2 peptide binding; Potency, µM (doses to about 58.2 µM), for the others: top-dose activity change, negative = inhibition, usual class: inhibitors; 360,000 tested, 0.2% active;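 also: potency is read from the fitted curve at half-maximal effect; 0% = vehicle wells and -100% = peptide control; nearly all actives have a fitted effect of over 45% in size; some results filed as inactive show a strong effect at the top dose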
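AMA1 (3D7) with his tag at 25 nM final met compounds first, then biotinylated RON2 peptide at 25 nM; detection used donor plus acceptor beads, 10 µg/mL apiece, read by AlphaScreen after 30 min at room temperature.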
Sm TGR block: qHTS Assay for the Inhibitors of Schistosoma Mansoni Peroxiredoxins | Schistosoma mansoni thioredoxin glutathione reductase (TGR), Q962Y6 | purified TGR, DTNB reduction, TNB absorbance 405 nm | Potency, µM (top dose mostly 114 µM), for the others: top-dose activity change, negative = inhibition, hits mostly inhibitors | 360,000 tested, 3% active | AID 485364, 2010; also: potency is read from the fitted curve at half-maximal effect; nearly all actives have a fitted effect of over 60% in size
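TGR 20 nM + NADPH 100 uM (dispensed conc.), cpd preinc 15 min RT; start with NADPH (500 uM addition) then DTNB (15 mM addition). Kinetic TNB absorbance, 405 nm filter. Four-parameter Hill fit across titration.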
HCMV antiviral: qHTS Assay for inhibitors of the human cytomegalovirus (HCMV). HFF cells, HCMV-luciferase reporter, 72 h; stronger effect = lower value. activity change, negative = inhibition, % at 57.5 µM. 410,000 tested, 4.5% active. AID 1259415, 2018; in the data active = activity change below about -60%; inconclusive = no clear call, values can overlap the other calls; inactive = above about -39%
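Compounds were evaluated in HFFs infected with an HCMV luciferase reporter virus (MOI 1 PFU/cell). Luciferase in lysates collected 72 h post infection served as the replication measure.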
FBPA Giardia inh: qHTS Assay for Inhibitors of Fructose-1,6-bisphosphate Aldolase from Giardia Lamblia; A8B2U2; purified Giardia FBPA; Potency, µM (doses to about 59.6 µM), inactives show at the top dose activity, negative = inhibition, actives largely listed as inhibitors; 290,000 tested, 0.71% active; AID 2451, 2010; also: potency is read from the fitted curve at half-maximal effect; nearly all actives have a fitted effect of over 55% in size
Target sequence (A8B2U2 whole entry, looked up): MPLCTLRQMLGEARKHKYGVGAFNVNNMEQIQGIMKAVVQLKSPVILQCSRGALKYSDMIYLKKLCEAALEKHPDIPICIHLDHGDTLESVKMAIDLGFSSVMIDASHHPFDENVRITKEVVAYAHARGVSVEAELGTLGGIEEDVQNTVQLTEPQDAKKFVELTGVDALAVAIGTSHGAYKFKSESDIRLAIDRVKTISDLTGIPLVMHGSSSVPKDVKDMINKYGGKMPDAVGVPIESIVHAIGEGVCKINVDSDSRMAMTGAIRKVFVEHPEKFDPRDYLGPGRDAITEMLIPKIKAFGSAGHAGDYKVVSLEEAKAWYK
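40 nM FBPA preincubated 10 min at RT with compound (up to 57.5 uM final), then substrate plus GAPDH/TPI/NAD/arsenate coupling and diaphorase/resazurin added. Fluorescence read after 20 min at RT, 525/598 nm.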
HCV inh: qHTS Assay for Inhibitors of Hepatitis C Virus (HCV). Huh7.5.1 HCVcc-Cre infection, luciferase reporter, 44 h. Potency, µM (titrated, usually from 41.8 µM), for the others: top-dose activity change, negative = inhibition, most hits filed as inhibitors. 340,000 tested, 3.4% active; also: potency is read from the fitted curve at half-maximal effect
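Luciferase read-out (15 sec integration) after a 15 min room-temperature substrate step quantifies HCVcc-Cre infection. Cells, 1,000 per well, had compound added 4 h post-plating, then virus at ~0.5 moi, and were cultured 44 h.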
AmpC inh detg: qHTS Inhibitors of AmpC Beta-Lactamase (assay with detergent); 370,000 tested, 0.041% active; P00811; AID 485294, 2010; Potency, µM (series often up to 114 µM), for the others: top-dose activity change, negative = inhibition, most hits filed as inhibitors; AmpC hydrolysis of nitrocefin, absorbance 480 nm, 0.01% Triton;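 also: potency is read from the fitted curve at half-maximal effect; 0% = no-compound wells and -100% = no-enzyme wells; nearly all actives have a fitted effect of over 25% in size; some results filed as inactive show a strong effect at the top dose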
Target sequence (P00811 whole entry, looked up): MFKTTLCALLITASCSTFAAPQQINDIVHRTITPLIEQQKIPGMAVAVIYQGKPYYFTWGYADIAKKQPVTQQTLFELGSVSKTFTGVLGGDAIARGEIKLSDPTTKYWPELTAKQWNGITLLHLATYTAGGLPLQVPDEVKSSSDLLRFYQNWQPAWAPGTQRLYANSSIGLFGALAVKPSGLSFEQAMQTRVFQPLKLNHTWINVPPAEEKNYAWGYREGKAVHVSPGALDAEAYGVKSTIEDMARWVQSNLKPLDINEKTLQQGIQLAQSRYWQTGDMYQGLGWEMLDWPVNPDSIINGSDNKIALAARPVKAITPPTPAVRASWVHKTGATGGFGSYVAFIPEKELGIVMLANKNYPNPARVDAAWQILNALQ
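20 mM phosphate pH 7.0 + 0.01% (detergent screen) or 0.0001% Triton X-100; 5.3 nM AmpC reagent; cpd preinc 15 min RT; nitrocefin (800 uM stock) to start; A480 q20 s × 4 min; Activity was normalised to no-enzyme and no-compound control wells.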
Starred values were filed as active, the others as inactive; ? = inconclusive; / = no result given; & = joins results of further samples; [ ] = dose if it differs, or a comment. Unless noted, calls follow the shape of the dose curve; as a rule, active = well fitted curve in the direction sought with a large enough effect; inconclusive = small, poorly fitted or top-dose-only effect, or another doubt; inactive = no such curve, though single readings can be large; an effect the other way counts as inactive or inconclusive. Unless noted, % is scaled to controls: 0 for no effect and ±100 for the full control effect.

Sequence of screens: AMA1 RON2 block | HCMV antiviral | AmpC inh detg | FBPA Giardia inh | Sm TGR block | HCV inh
COC(=O)c1cccc(NC(=O)CSc2nnnn2C)c1
  23% | 6 | ? | 1% | ? | 18%
CCc1nnc(SCC(=O)N(CC)c2ccccc2)c2cc3oc(C)cc3n12
  / | 10 | -1% | / | 0% | /
CC(C)[C@H](NC(=O)c1ccccc1F)C(=O)Nc1nc2c(s1)CCCC2
  -22% | 40 | -16% | -16% | 0% | -23%
COc1ccc(NC(=S)Nc2cc(C(F)(F)F)ccc2F)cc1
  13% | ? | -7% | -7% | ? | -12%
O=C(CSCc1ccc(F)cc1)NCc1ccc(F)cc1
  -2% | -24&-31 | 2%&9% | -2% | 0%&8% | 11%
Oc1c(Br)cc(Br)cc1C=Nc1ccc2c(c1)OCO2
  3% | 9 | -10% | -9% | -5% | -8%
COc1ccc(NC(C)=O)cc1S(=O)(=O)N1CCN(Cc2cccs2)CC1
  8% | -11 | 3% | / | 2% | 17%
O=C(NCc1ccco1)C(=S)N1CCCCC1
  14% | 15 | -3% | 0% | / | 8%
CCCCCC(=O)Nc1ccc(C(=O)COC(=O)c2ccccn2)cc1
  51%[activator] | -2 | -9% | / | 4% | -6%
COc1cccc(OCc2cc(C(=O)N3CCC(c4ccncc4)CC3)no2)c1
  -3% | -89* | ? | 2% | -3% | 10µM*
COc1cc(NC(=O)Cc2nn(C)c(=O)c3ccccc23)cc(OC)c1
  -4% | -88* | -10% | -3% | -7% | 10µM*
COc1ccc(C(=O)NC(C)c2cccnc2)cc1S(=O)(=O)N(C)Cc1ccccc1 (stereo unspecified)
  0% | -35 | / | / | / | ?
CC(C)COP(=O)(c1ccc(N(C)C)cc1)C(O)c1ccccc1F (stereo unspecified)
  -8% | -6 | -3% | 2% | 8% | 3.5µM*
Cc1ccc(C)c(S(=O)(=O)N2CCCOC2CNC(=O)C(=O)NCc2cccnc2)c1 (stereo unspecified)
  -5% | -32 | 5% | 3% | 5% | 3%
Cc1c(OCC(=O)OC(C)(C)C)ccc2c3c(c(=O)oc12)CCC3
  -2% | 33 | ? | 5% | -27% | 10%
Cc1ccc(S(=O)(=O)N(C)C)cc1NC(=O)COC(=O)C1CCN(S(=O)(=O)c2cccs2)CC1
  5% | -10 | -16% | / | 3% | 4%
CCn1c(O)c(C(=O)CC2NCCc3ccccc32)c(=O)n(CC)c1=S (stereo unspecified)
  11% | / | 4% | 10% | ? | -1%
COc1ccc(NC2CCN(C3CC(=O)N(c4ccc(F)c(Cl)c4)C3=O)CC2)cc1 (stereo unspecified)
  -10% | -14 | 1% | -25% | 11µM* | 5%
O=C(OC(c1ccccc1)c1nccc2ccccc12)c1cccc([N+](=O)[O-])c1 (stereo unspecified)
  -15% | 14 | ? | 1% | 10% | -12%
Cc1ccccc1C(=O)Nc1cccc(NC(=O)c2ccccc2[N+](=O)[O-])c1
  4% | -27 | -14% | 0% | 7% | -14%
CC(C)[C@H](NC(=O)N1CC(=O)Nc2ccccc21)C(=O)N[C@@H](Cc1ccccc1)C(=O)O
  -2% | -18 | ? | -3% | -11% | 2%
COc1cc2nc(CN3CCN(c4ncc(C(F)(F)F)cc4Cl)CC3)[nH]c(=O)c2cc1OC
  / | / | 3% | 5% | -2% | /
Nc1cc(=O)nc(SCC(=O)Nc2ccc(F)cc2)n1-c1ccc(Cl)cc1
  / | -5 | -1% | / | 6% | /
NC(=O)c1cc(C(=O)c2cccc(Cl)c2Cl)c[nH]1
  -4% | -30 | -5% | -6% | -6% | 8%
Cc1ccc(CN2CCCn3nc(C(=O)NCC(C)c4ccccc4)cc3C2=O)cc1 (stereo unspecified)
  / | -8 | -8% | / | -2% | /
COc1ccc2ccc(=O)oc2c1CC(O)C(C)(C)O (stereo unspecified)
  -1% | 17 | -2% | -4% | -14% | 10%
O=C(NN1C(=O)C2C3C=CC(C4CC34)C2C1=O)c1ccc(Cl)c(Cl)c1 (stereo unspecified)
  7%[11.6 µM] | ? | -3% | -3% | -1% | -1%
CSc1cccc(CN2CCC(CO)(Cc3ccccc3)CC2)c1
  -11% | -39 | 1% | 4% | 16% | 3%
CN1CCN(Cc2c(O)ccc3cc(Br)ccc23)CC1
  -3% | -69* | -12% | -17% | 3.5µM* | -12%
O=C1c2ccccc2OC2(C=Cc3ccccc3O2)N1Cc1ccccc1 (stereo unspecified)
  -4% | -5 | -4% | 0% | -3% | ?
CCOC(=O)C1=C(CSc2nc(C)ccc2C#N)OC(N)=C(C#N)C1c1cccc(OC)c1OC (stereo unspecified)
  -4% | 24 | ? | ? | 13µM* | 0%
Cc1noc(C)c1COc1ccc(C(=O)OCC(=O)Nc2cccc(S(=O)(=O)N3CCOCC3)c2)cc1
  2% | 46 | -14% | 0% | -5% | ?
Cc1cc(C)c2[nH]c(=O)c(CN(Cc3ccccc3)C(=S)NCCCN(C)C)cc2c1
  4% | ? | 3% | 3% | -2%[57.1 µM] | ?
CCCCn1c(N)c(N(CC(C)C)C(=O)c2ccc(COc3ccccc3)o2)c(=O)[nH]c1=O
  -1% | -7 | 6% | / | -1% | -6%
N#Cc1ccc(-c2ccc(OCC(O)Cn3nnc4ccccc43)cc2)cc1 (stereo unspecified)
  -9% | -37 | 2% | -4% | 5% | ?
Cc1cccc(-n2ncc3c(N(C)Cc4ccccc4)ncnc32)c1
  37%[activator] | 18 | -4% | -19% | 6% | ?
COc1cccc2cc(C(=O)N3CCc4ccccc43)c(=O)oc12
  -1% | -71* | -10% | 0% | 2% | 21%
COc1ccc2[nH]c(=O)c(-c3nnn(-c4ccc(F)cc4)n3)cc2c1
  -4% | -12 | / | / | / | 15%
COc1ccc(C)cc1NC(=O)N(C(C)C)C1CCN(C(C)=O)CC1
  / | 5 | -3% | / | 6% | /
COc1cc2c(cc1NC(=O)c1ccc(C(C)(C)C)cc1)CCCC2
  -27% | -90* | -14% | -7%[12.9 µM] | 17% | ?

Grouped by structure, the entries above containing a thiophene ring, fused or not.
Sequence of screens: AMA1 RON2 block | HCMV antiviral | AmpC inh detg | FBPA Giardia inh | Sm TGR block | HCV inh
COc1ccc(NC(C)=O)cc1S(=O)(=O)N1CCN(Cc2cccs2)CC1
  8% | -11 | 3% | / | 2% | 17%
Cc1ccc(S(=O)(=O)N(C)C)cc1NC(=O)COC(=O)C1CCN(S(=O)(=O)c2cccs2)CC1
  5% | -10 | -16% | / | 3% | 4%

(listing goes on)
Sequence of screens: AMA1 RON2 block | HCMV antiviral | AmpC inh detg | FBPA Giardia inh | Sm TGR block | HCV inh
COc1ccc(S(=O)(=O)N2CCC(c3nc4ccccc4[nH]3)CC2)cc1
  1% | 21 | -11% | 5% | -8% | 16%
Cc1cccn2cc(-c3cccc(S(=O)(=O)N4CC(C)OC(C)C4)c3)nc12 (stereo unspecified)
  9% | -8 | -4% | / | -1% | 22%
O=C(O)c1ccc(OCc2ccc(C(=O)O)o2)cc1
  -4% | 30 | -3% | -1% | -10% | 2%
Cc1cc(OCCCC(=O)Nc2cccc(-n3cnnn3)c2)ccc1Cl
  -4% | ? | ? | 7% | 6% | ?
CCCCCn1c(SCC2CCCO2)nc2cc(C(=O)N3CCC(C(N)=O)CC3)ccc2c1=O (stereo unspecified)
  -4% | -4 | -5% | 4% | 10% | ?
COc1ccc2c(c1)OC[C@H]1[C@H]2N2C(=O)c3cc(OC)ccc3NC(=O)[C@@]2(C)[C@H]1c1ccccc1
  44%[activator] | -21 | ? | / | 3% | ?
Cc1ccc(-c2nc3c(c(SCc4ccc(Br)cc4)n2)Cc2c(CO)cnc(C)c2O3)cc1
  / | -22 | 21% | / | -11% | /
COc1ccc(CN2CC(C(N)=O)Oc3ccccc32)cc1F (stereo unspecified)
  -19% | ? | -5% | -5% | -2% | 2%
CCCCn1c(Oc2cccc(C(=O)OC)c2)nc2c1c(=O)n(C)c(=O)n2C
  / | 11 | -5% | / | 7% | /
CC(=O)c1cccc(NC(=O)N2CCCC2C(=O)NCCc2ccccc2)c1 (stereo unspecified)
  -15% | 9 | -10% | 2% | -13% | 7%
CCCOc1ccc(C(=O)CCC(=O)OCC(=O)Nc2cccc(S(N)(=O)=O)c2)cc1
  -14% | -13 | -10% | / | 6% | 26%
CC1C=CCC2C(=O)N(c3ccc(OC(=O)c4cccs4)cc3)C(=O)C12 (stereo unspecified)
  26% | 16 | -5% | 5% | 1% | ?
O=S1(=O)NC(CC2=CCCCC2)C2CCCCC2O1 (stereo unspecified)
  6% | 36 | ? | 2% | -5% | 7%
CCn1c(SCC(=O)N/N=C/c2ccccc2OCC(=O)O)nnc1-c1ccc(OC)cc1
  9% | -17 | 1% | 12% | 34% | 4%
COc1ccc(S(=O)(=O)N(CC(=O)NCC2CCCO2)Cc2ccccc2)cc1C (stereo unspecified)
  -10% | -90* | ? | 2% | -2% | -2%
CCOC(=O)C1CCCN(S(=O)(=O)Cc2ccccc2)C1 (stereo unspecified)
  -3% | 14 | -3% | -5% | -7% | -2%
Cc1coc2cc3oc(=O)c(CC(=O)N4C[C@H]5C[C@@H](C4)c4cccc(=O)n4C5)c(C)c3cc12
  -9% | -14 | -15% | 1% | -9% | -14%
Cc1ccc(C)c(Cn2cnc3c(nnn3-c3ccc(F)cc3)c2=O)c1
  19% | 16 | ? | 5% | 10% | -10%

In the list so far, 8 have an aryl thioether with sulfur outside any ring:
Sequence of screens: AMA1 RON2 block | HCMV antiviral | AmpC inh detg | FBPA Giardia inh | Sm TGR block | HCV inh
COC(=O)c1cccc(NC(=O)CSc2nnnn2C)c1
  23% | 6 | ? | 1% | ? | 18%
CCc1nnc(SCC(=O)N(CC)c2ccccc2)c2cc3oc(C)cc3n12
  / | 10 | -1% | / | 0% | /
Nc1cc(=O)nc(SCC(=O)Nc2ccc(F)cc2)n1-c1ccc(Cl)cc1
  / | -5 | -1% | / | 6% | /
CSc1cccc(CN2CCC(CO)(Cc3ccccc3)CC2)c1
  -11% | -39 | 1% | 4% | 16% | 3%
CCOC(=O)C1=C(CSc2nc(C)ccc2C#N)OC(N)=C(C#N)C1c1cccc(OC)c1OC (stereo unspecified)
  -4% | 24 | ? | ? | 13µM* | 0%
CCCCCn1c(SCC2CCCO2)nc2cc(C(=O)N3CCC(C(N)=O)CC3)ccc2c1=O (stereo unspecified)
  -4% | -4 | -5% | 4% | 10% | ?
Cc1ccc(-c2nc3c(c(SCc4ccc(Br)cc4)n2)Cc2c(CO)cnc(C)c2O3)cc1
  / | -22 | 21% | / | -11% | /
CCn1c(SCC(=O)N/N=C/c2ccccc2OCC(=O)O)nnc1-c1ccc(OC)cc1
  9% | -17 | 1% | 12% | 34% | 4%
